SIAE primary: inhibitors of human sialic acid acetylesterase SIAE; SIAE FP-Rh probe binding, fluorescence polarization; inhibition, % at 9.66 µM; 370,000 compounds, 0.69% hits;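 active = inhibition above a cutoff: mean of compounds within the control limits plus 3 SD of those, cut at about 17% in these data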;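 also: 0% = plate median of compound wells and 100% = probe without SIAE protein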
TDP2 absorb: TDP2 (human) inhibition, absorbance primary screen. O95551. AID 720702. 370,000 compounds, 0.34% hits. recombinant TDP2, T5PNP hydrolysis, p-nitrophenol absorbance 415 nm. inhibition, % at 12.8 µM;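 active = inhibition above the mean of all tested compounds plus 3 SD, set per campaign, cut at about 25% in these data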;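 also: 0% = DMSO with enzyme and 100% = buffer with substrate but no TDP2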
Target sequence (O95551 whole entry, looked up): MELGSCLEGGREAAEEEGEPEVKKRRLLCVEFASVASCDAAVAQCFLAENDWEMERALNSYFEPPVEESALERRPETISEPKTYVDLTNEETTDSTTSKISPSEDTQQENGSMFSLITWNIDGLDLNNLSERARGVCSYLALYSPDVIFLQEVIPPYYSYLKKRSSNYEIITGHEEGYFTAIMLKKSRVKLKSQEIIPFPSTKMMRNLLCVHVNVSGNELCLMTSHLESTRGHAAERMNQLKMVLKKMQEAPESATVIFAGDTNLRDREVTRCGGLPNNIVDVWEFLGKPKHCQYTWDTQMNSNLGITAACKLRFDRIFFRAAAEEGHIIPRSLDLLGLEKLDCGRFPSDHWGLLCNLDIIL
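test system = human TDP2 enzyme | input = TDP2 enzyme at 120 nM final | medium = 50 mM Tris-HCl pH 7.5 with Mg2+, KCl, DTT, BSA | also added = T5PNP substrate, 5 mM | times = 2 h at 37 °C | technique = epi absorbance | benchmarks = high control without enzyme, low control DMSO plus TDP2 | replication = each compound tested once, singlicate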
NR1D1 modulator: modulates human Rev-erb alpha binding to DNA; Rev-erbα–FITC-DNA binding, fluorescence polarization, 90 min; activity, % at 10 µM; 370,000 compounds, 0.79% hits; AID 1259318;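 active = activity above about 14%, limit read from the data; passing the limit was not always enough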;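 also: 0% = DMSO wells with 35 nM protein and 100% = DMSO wells with 750 nM protein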
PG9 binder: binds the HIV-1 gp120 antibody PG9; inhibition, % at 6.7 µM; TR-FRET gp120-PG9 antibody binding; 360,000 compounds, 0.43% hits; AID 624416; in the data active = inhibition above about 8.5%
rCAG RNA binder: r(CAG) repeat RNA binding; 370,000 compounds, 1.3% hits; TO-PRO-1 dye displacement fluorescence; inhibition, % at 3 µM;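 active = inhibition above the plate cutoff, the mean of all test compounds on that plate plus 3 SD, cut at about 35% in these data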;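 also: 0% = DMSO alone and 100% = 100 µM mitoxantrone as full dye displacement; higher means more dye released from RNA so lower well fluorescence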
PRMT1 inh: inhibitors of human PRMT1. recombinant PRMT1, activity-based probe fluorescence polarization. inhibition, % at 2.79 µM. 370,000 compounds, 1.3% hits. AID 652257;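 active = inhibition above about 21% made by adding two undisclosed values, limit read from the data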
Target sequence (Q99873 whole entry, looked up): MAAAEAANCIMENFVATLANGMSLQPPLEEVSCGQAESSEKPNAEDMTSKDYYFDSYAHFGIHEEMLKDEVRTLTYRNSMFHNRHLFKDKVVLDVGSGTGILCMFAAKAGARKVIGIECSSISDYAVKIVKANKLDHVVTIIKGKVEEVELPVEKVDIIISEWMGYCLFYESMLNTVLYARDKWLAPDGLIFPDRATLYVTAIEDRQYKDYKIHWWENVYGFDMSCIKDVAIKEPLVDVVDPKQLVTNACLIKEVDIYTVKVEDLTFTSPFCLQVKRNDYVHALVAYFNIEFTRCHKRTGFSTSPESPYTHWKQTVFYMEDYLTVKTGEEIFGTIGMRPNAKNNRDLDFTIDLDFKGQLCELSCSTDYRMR
ABHD4 inh: inhibitors of mouse ABHD4; purified mABHD4, FP-Rh probe fluorescence polarization; inhibition, % at 8.92 µM; 370,000 compounds, 0.54% hits;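 active = inhibition exceeding the mean over every tested compound plus 3 SD, cut at about 30% in these data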;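 also: 0% = plate median of compound wells and 100% = S159A mutant with DMSO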
Target sequence (Q8VD66 whole entry, looked up): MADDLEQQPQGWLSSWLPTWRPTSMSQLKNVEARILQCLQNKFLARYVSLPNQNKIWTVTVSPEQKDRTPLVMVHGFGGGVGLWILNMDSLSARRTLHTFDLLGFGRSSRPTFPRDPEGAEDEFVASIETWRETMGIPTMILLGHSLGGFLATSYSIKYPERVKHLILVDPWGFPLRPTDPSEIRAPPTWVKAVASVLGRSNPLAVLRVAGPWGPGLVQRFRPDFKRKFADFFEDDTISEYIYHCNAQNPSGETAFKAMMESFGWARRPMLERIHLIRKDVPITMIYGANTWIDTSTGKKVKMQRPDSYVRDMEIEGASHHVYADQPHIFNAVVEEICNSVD
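Test system: mABHD4 protein; Read-out basis: % inhibition; Incubation: 45 min + 60 min at 25 °C; Repeats: single replicate; Technique: fluorescence polarization with parallel and perpendicular emission, 525/598 nm; Compound: 8.92 µM, single dose; Benchmarks: full inhibition S159A mutant plus DMSO, zero as sample-well median.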
LEDGF integ inh: blocks HIV-1 LEDGF/p75-dependent DNA integration; TR-FRET IN-LEDGF/p75 DNA integration, Eu/Cy5; inhibition, % at 3.7 µM; 370,000 compounds, 0.64% hits; AID 743269;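 active = inhibition above the screen-wide mean plus 3 SD, cut at about 13% in these data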;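 also: signal is the Cy5 over europium emission ratio at 671 and 618 nm; 0% = plate median of compound wells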
TCR-CD3 inh: blocks the human TCR-CD3 interaction | TAMRA-labeled TCR probe fluorescence, biochemical | inhibition, % at 9.4 µM | 360,000 compounds, 0.37% hits; in the data active = inhibition above about 19%;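 also: recombinant mutant TCR 2C K166C tagged with TAMRA read by polarization; 0% = receptor in buffer alone and 100% = receptor with positive control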
HTRA1 inhibitor: blocks human HTRA1 serine peptidase; Q92743; recombinant HTRA1, FP-rhodamine activity-based probe, fluorescence polarization; inhibition, % at 5.96 µM; 340,000 compounds, 0.5% hits; AID 504803; in the data active = inhibition above about 36%;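 also: 0% = enzyme with DMSO and 100% = wells lacking enzyme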
* marks the source's active call; other numbers are inactive results; / = no result given.

SMILES	SIAE primary	TDP2 absorb	NR1D1 modulator	PG9 binder	rCAG RNA binder	PRMT1 inh	ABHD4 inh	LEDGF integ inh	TCR-CD3 inh	HTRA1 inhibitor
O=C(Cn1sc2ccccc2c1=O)Nc1ccc(Br)cc1	1	3	2	0.5	6	93*	12	-3	-2	-6
O=C1C(=O)N(Cc2cccnc2)C(c2cccc([N+](=O)[O-])c2)/C1=C(\O)c1ccc2c(c1)OCCO2 (configuration not stated)	2	-4	0	0.0	5	4	6	-2	3	-3
C[C@H](CO)N1C[C@H](C)[C@@H](CN(C)C(=O)Nc2ccnc(N3CCOCC3)c2)OCc2cnnn2CCCC1=O	4	13	2	0.0	3	-8	2	2	1	2
Cc1ccc2oc(-c3cccc(NC(=O)c4ccc(Br)o4)c3)nc2c1	-12	0	10	-0.4	4	0	-9	-2	-9	-24
O=C(NCCN1CCOCC1)c1cc(Sc2ccc(F)cc2F)nc2ccccc12	-1	-2	-4	-0.4	-7	3	1	-2	1	1
CN(C(=O)Cc1csc(-c2ccccc2)n1)c1c(N)n(Cc2ccccc2)c(=O)[nH]c1=O	-4	6	6	-1.1	11	0	0	2	0	2
O=C(Cn1nnc(-c2ccc(F)cc2)n1)NC(=O)NC1CCCCC1	-6	-3	-5	0.8	0	-6	-16	1	-2	-13
Cc1nn(C)cc1/C=N/NC(=S)Nc1ccccc1	6	-7	-7	-1.9	4	39*	1	-1	0	8
O=C(O)c1cc2cc(S(=O)(=O)O)ccc2cc1O	1	0	4	0.6	1	1	11	5	7	3
CC(=O)Nc1ccc(N2CCCC2)cc1	6	-16	5	-5.7	13	10	-4	-3	-7	16
CC1CC1C(=O)Nc1nc(-c2ccccc2)cs1 (configuration not stated)	-4	6	6	-1.3	1	2	-2	2	1	-2
Cc1ccc2c(c1)NC(=O)C(CC(=O)NCCCN1CCN(c3cc(C)ccc3C)CC1)O2 (configuration not stated)	2	-2	5	-4.1	-6	2	8	-6	-4	1
CCOC(=O)N1CCN(c2ncnc3c2cnn3-c2ccc(Cl)cc2)CC1	10	5	9	-1.2	0	-4	-1	1	4	/
Cc1ccc(S(=O)(=O)c2cc3c(=O)n4cccc(C)c4nc3n(CCc3ccccc3)c2=N)cc1C	-3	-4	0	-1.5	-3	1	2	-1	4	12
Cc1[nH]c2ccccc2c1C(=O)C(=O)NCc1ccco1	3	8	-2	1.6	0	-1	-1	2	-6	5
Cc1ccc(C(=O)NCC(=O)NCc2cc(=O)n(C)c(=O)n2C)cc1C	-1	-17	-5	-1.6	0	1	6	2	5	-1
COc1ccc(N(CC(=O)NCCSC(C)(C)C)S(C)(=O)=O)c(OC)c1	-8	-19	-2	-1.1	-2	3	-2	1	11	1
O=c1[nH]c2ccccc2nc1Cc1ccc([N+](=O)[O-])cc1	1	-4	-1	-1.0	6	0	5	5	8	2
Cc1ccc2c(c1)c1c(n2C)C(C(N)=O)CCC1 (configuration not stated)	1	3	1	-1.7	1	2	5	1	10	3
COc1ccc(CCn2c(-c3cc([N+](=O)[O-])cc([N+](=O)[O-])c3)nc3nc4ccccc4nc32)cc1OC	2	-4	-4	-1.9	0	-1	-5	3	3	-1
Cc1ccc(NCC(=O)N/N=C/c2cc(O)ccc2[N+](=O)[O-])cc1	-4	-4	2	-1.8	11	7	1	-3	5	/
Cc1ccc(-c2cc(-c3nnc(SCC(=O)N4c5ccccc5Sc5ccc(Cl)cc54)n3N)[nH]n2)cc1	-5	-1	1	/	15	2	4	1	/	/
O=C(C1CC1c1ccccc1)N1CCOCC1 (configuration not stated)	-7	-9	7	-1.4	3	1	3	-1	5	-4
COc1cc2nc(C3CC3)n(NC(=O)c3ccc(F)cc3)c(=O)c2cc1OC	-1	5	-6	-2.4	3	3	2	-3	2	3
CC(=O)Oc1ccc(N(C(C)=O)S(=O)(=O)c2ccc3ccccc3c2)cc1	3	1	0	0.3	-2	3	-4	0	-3	-2
CCN(CC)C(=O)Cc1c(OC)ccc2cc(Br)ccc12	-3	-3	3	3.0	-5	-1	-7	1	4	-13
COc1ccc(CCn2nnnc2C(C(C)C)N2CCC(C(N)=O)CC2)cc1OC (configuration not stated)	0	-7	-8	-1.6	-5	-2	-1	2	5	3
CC(C)C(OC(=O)c1ccccc1)c1nccc2ccccc12 (configuration not stated)	-4	12	-1	-0.3	-8	-4	-3	-2	-1	-9
CCCN(CCC)c1nc(Cl)nc(NCc2ccco2)n1	0	-7	7	1.1	-7	0	-2	1	-2	-1
COc1ccc(COCC(O)CN2CCN(S(=O)(=O)c3c(F)cccc3F)CC2)cc1OC (configuration not stated)	-9	5	3	-1.5	3	0	-6	-1	0	-4
Cn1c(N2CCN(S(=O)(=O)c3ccc(Cl)cc3)CC2)nc2ccccc21	4	10	1	-0.1	-3	-1	4	1	2	7
O=C(NN=C1CCCCCCCCCCC1)c1cccnc1	0	-3	-2	6.3	1	1	1	-4	6	1
CCOC(=O)C1CCN(C(=O)c2ccccc2NS(=O)(=O)c2ccc(C)cc2)CC1	1	-3	-2	-0.9	-3	1	5	-3	1	-2
N=c1c2c3c(sc2nc2n1CCC2)CCCC3	-2	7	-3	1.9	0	0	-3	-5	0	4
COc1nc(=O)n(C2CCCO2)cc1C (configuration not stated)	6	-1	8	0.2	-2	-4	-2	-2	-3	2
CCOC(=O)c1c(NC(=O)c2ccn(CC)n2)sc2c1CCCC2	-12	1	8	-2.4	4	-3	-9	3	4	-49
O=C(Nc1ccc(S(=O)(=O)N2CCOCC2)cc1)C1CCN(S(=O)(=O)c2ccc(Cl)cc2)CC1	0	-3	-4	1.2	7	5	-3	-5	-5	-20
COc1ccccc1/C=C/C(=O)Nc1ccc(S(=O)(=O)Nc2cc(C)on2)cc1	-16	13	-4	-2.8	53*	-2	-30	1	9	-1
O=c1oc2cc(OCc3ccc([N+](=O)[O-])cc3)ccc2c2c1CCCC2	0	-7	2	0.1	2	0	6	-5	0	-5
COC(=O)c1c(NC(=O)Cc2ccccc2)sc2c1CCN(C(C)C)C2	8	-11	6	-0.7	-1	-3	-4	1	-4	-5

Rewritten with bars between the fields: part of the list above
compound | SIAE primary | TDP2 absorb | NR1D1 modulator | PG9 binder | rCAG RNA binder | PRMT1 inh | ABHD4 inh | LEDGF integ inh | TCR-CD3 inh | HTRA1 inhibitor
COc1ccc(N(CC(=O)NCCSC(C)(C)C)S(C)(=O)=O)c(OC)c1 | -8 | -19 | -2 | -1.1 | -2 | 3 | -2 | 1 | 11 | 1
O=c1[nH]c2ccccc2nc1Cc1ccc([N+](=O)[O-])cc1 | 1 | -4 | -1 | -1.0 | 6 | 0 | 5 | 5 | 8 | 2
Cc1ccc2c(c1)c1c(n2C)C(C(N)=O)CCC1 (configuration not stated) | 1 | 3 | 1 | -1.7 | 1 | 2 | 5 | 1 | 10 | 3
COc1ccc(CCn2c(-c3cc([N+](=O)[O-])cc([N+](=O)[O-])c3)nc3nc4ccccc4nc32)cc1OC | 2 | -4 | -4 | -1.9 | 0 | -1 | -5 | 3 | 3 | -1
Cc1ccc(NCC(=O)N/N=C/c2cc(O)ccc2[N+](=O)[O-])cc1 | -4 | -4 | 2 | -1.8 | 11 | 7 | 1 | -3 | 5 | /
Cc1ccc(-c2cc(-c3nnc(SCC(=O)N4c5ccccc5Sc5ccc(Cl)cc54)n3N)[nH]n2)cc1 | -5 | -1 | 1 | / | 15 | 2 | 4 | 1 | / | /
O=C(C1CC1c1ccccc1)N1CCOCC1 (configuration not stated) | -7 | -9 | 7 | -1.4 | 3 | 1 | 3 | -1 | 5 | -4
COc1cc2nc(C3CC3)n(NC(=O)c3ccc(F)cc3)c(=O)c2cc1OC | -1 | 5 | -6 | -2.4 | 3 | 3 | 2 | -3 | 2 | 3
CC(=O)Oc1ccc(N(C(C)=O)S(=O)(=O)c2ccc3ccccc3c2)cc1 | 3 | 1 | 0 | 0.3 | -2 | 3 | -4 | 0 | -3 | -2
CCN(CC)C(=O)Cc1c(OC)ccc2cc(Br)ccc12 | -3 | -3 | 3 | 3.0 | -5 | -1 | -7 | 1 | 4 | -13
COc1ccc(CCn2nnnc2C(C(C)C)N2CCC(C(N)=O)CC2)cc1OC (configuration not stated) | 0 | -7 | -8 | -1.6 | -5 | -2 | -1 | 2 | 5 | 3
CC(C)C(OC(=O)c1ccccc1)c1nccc2ccccc12 (configuration not stated) | -4 | 12 | -1 | -0.3 | -8 | -4 | -3 | -2 | -1 | -9
CCCN(CCC)c1nc(Cl)nc(NCc2ccco2)n1 | 0 | -7 | 7 | 1.1 | -7 | 0 | -2 | 1 | -2 | -1
COc1ccc(COCC(O)CN2CCN(S(=O)(=O)c3c(F)cccc3F)CC2)cc1OC (configuration not stated) | -9 | 5 | 3 | -1.5 | 3 | 0 | -6 | -1 | 0 | -4

Other entries follow:
SMILES	SIAE primary	TDP2 absorb	NR1D1 modulator	PG9 binder	rCAG RNA binder	PRMT1 inh	ABHD4 inh	LEDGF integ inh	TCR-CD3 inh	HTRA1 inhibitor
C=C(C)Cn1c(C)cc(C)c(S(=O)(=O)c2cccc(C)c2)c1=O	2	3	1	0.8	-8	-2	-4	-4	4	-27
COC(=O)c1ccc(NCC(=O)Nc2cc(C)cc(C)c2)cc1	0	3	4	0.9	-4	0	-2	-4	-1	0
CC(C)C[C@H](NC(=O)c1cccs1)C(=O)N1CCC[C@H]1C(=O)NCc1ccccc1	-5	-2	0	1.6	-2	-1	-2	0	-1	/
O=C(CCCCCN1C(=O)c2ccccc2C1=O)Nc1ccc2c(c1)OCCO2	2	10	7	0.9	-1	0	0	0	5	-16
COc1ccc(C(=O)/C(C#N)=N/Nc2cccc([N+](=O)[O-])c2)cc1	-6	-8	8	-0.8	44*	2	3	1	4	3
CCn1nc(NC(=O)c2ccco2)c2cc3ccc(C)cc3nc21	-13	-8	0	-1.5	4	-3	-6	0	5	-8
CCc1nnc(NC(=O)c2cccc(C(=O)Nc3nnc(CC)s3)n2)s1	-9	-3	2	-0.9	-1	-2	-3	-2	-11	8
Fc1ccccc1/C=N/n1c(COc2ccccc2)n[nH]c1=S	1	6	1	0.7	13	11	4	-1	0	-4
CC1(C)CCN(Cc2ccccc2)C1CC#N (configuration not stated)	6	8	-3	2.6	-4	4	8	0	-3	3
O=C(O)CCC(C(=O)O)n1c(O)c(C2=c3ccccc3=NC2=O)sc1=S (configuration not stated)	2	19	1	-14	4	23*	17	0	3	-3
CCC(=O)Oc1ccc(C/C(=N\O)c2ccc(O)cc2O)o1	37*	0	1	-2.2	13	9	16	7	0	23

Single records, from the list above. Values in the order: SIAE primary | TDP2 absorb | NR1D1 modulator | PG9 binder | rCAG RNA binder | PRMT1 inh | ABHD4 inh | LEDGF integ inh | TCR-CD3 inh | HTRA1 inhibitor
O=C(CCCCCN1C(=O)c2ccccc2C1=O)Nc1ccc2c(c1)OCCO2 is listed with 2 | 10 | 7 | 0.9 | -1 | 0 | 0 | 0 | 5 | -16
O=C(O)CCC(C(=O)O)n1c(O)c(C2=c3ccccc3=NC2=O)sc1=S (configuration not stated) is listed with 2 | 19 | 1 | -14 | 4 | 23* | 17 | 0 | 3 | -3

Only part of the results is shown; the hit share may differ from the screen's.
